Source: PubChem
GalR3 antagonist: antagonists of human GalR3. HEK293 GalR3-CNG cAMP membrane potential fluorescence; galR3 body fused to GalR1 C-terminus. 360,000 tested, 0.44% active. AID 651719. inhibition, % at 3 µM;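 active = inhibition above the screen-wide average plus 3 SD, cut at about 13% in these data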;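 note: forskolin and galanin both at EC90 stimulate the cells; cAMP rise reported by CNG channel membrane potential dye signal; 0% = forskolin plus galanin with DMSO and 100% = forskolin alone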
Target sequence (O60755 1-299 limits assumed): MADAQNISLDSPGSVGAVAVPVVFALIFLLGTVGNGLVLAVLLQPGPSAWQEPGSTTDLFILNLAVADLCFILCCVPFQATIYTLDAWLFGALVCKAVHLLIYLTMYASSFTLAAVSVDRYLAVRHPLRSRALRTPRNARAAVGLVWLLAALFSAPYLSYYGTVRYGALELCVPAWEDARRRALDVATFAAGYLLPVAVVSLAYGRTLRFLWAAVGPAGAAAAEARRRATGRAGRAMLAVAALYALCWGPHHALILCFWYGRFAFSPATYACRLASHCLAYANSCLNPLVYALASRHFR
IDE inh: inhibitors of human insulin-degrading enzyme in cells; P14735; HEK cells, FAbetaB cleavage, fluorescence polarization; inhibition, % at 5.59 µM; 320,000 tested, 0.41% active;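 active = percent inhibition above the average of all tested compounds plus 3 SD, set per screening campaign, cut at about 16% in these data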;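 note: IDE supplied by intact live HEK cells; FP after avidin binding of uncleaved biotin substrate so inhibition keeps polarization high; 0% = DMSO wells and 100% = 60 µM reference IDE inhibitor Ii1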
CHRM4 PAM: CHRM4 positive allosteric modulation. P08173. CHO-K1 hM4/Gqi5, Fluo-8 calcium fluorescence, ACh EC20; 0% = ACh EC20, 100% = maximal ACh. activation, % at 3 µM. 360,000 tested, 0.4% active;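 active = activation above its plate's cutoff, the mean activation of sample wells plus 3 SD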; note: some results filed as inactive read as strong as hits
Target sequence (P08173 whole entry, looked up): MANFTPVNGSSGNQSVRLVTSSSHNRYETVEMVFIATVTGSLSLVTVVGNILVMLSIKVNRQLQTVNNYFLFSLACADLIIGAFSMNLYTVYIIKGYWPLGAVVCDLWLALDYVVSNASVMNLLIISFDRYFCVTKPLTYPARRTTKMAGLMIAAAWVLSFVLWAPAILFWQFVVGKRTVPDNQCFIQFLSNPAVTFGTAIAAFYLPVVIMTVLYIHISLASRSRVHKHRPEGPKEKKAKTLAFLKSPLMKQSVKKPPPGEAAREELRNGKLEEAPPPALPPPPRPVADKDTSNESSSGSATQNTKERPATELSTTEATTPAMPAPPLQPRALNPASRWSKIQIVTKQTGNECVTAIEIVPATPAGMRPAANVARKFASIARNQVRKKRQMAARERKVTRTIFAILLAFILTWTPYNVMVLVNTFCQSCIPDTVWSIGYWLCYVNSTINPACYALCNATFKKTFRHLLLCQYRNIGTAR
CRFR2-BP ag: agonists of human CRF-binding protein/CRF-R2 receptor complex; AID 588473; activation, % at 13.2 µM; 350,000 tested, 0.46% active; HEK293 CRF-R2/CRF-BP, calcium dye fluorescence (FLIPR); percent of saturating CRF peptide response;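 active = activation of at least 50%, plus an integration ratio under a set limit after plate pattern correction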;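 note: plate controls were neutral control wells without compound for no effect and CRF at EC100 for full effect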
pCIP destab: lowers stability of the mouse p/CIP coactivator protein | decrease of EGFP signal, % at 10 µM | F442A p/CIP-EGFP cells, EGFP fluorescence, 16 h | 290,000 tested, 0.01% active | Q05BA5;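 active = EGFP signal decrease of at least 30% at 10 µM or well 3 SD below plate mean, unless failing retest; inactive = the rest, including hits failing retest or dose response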; note: some compounds called inactive have numbers as strong as hits; many of its hits are not listed in these tables
IDE cell activ: IDE (human) activation, cell-based; AID 493087; HEK cells, FAbeta-B cleavage, fluorescence polarization; 0% vehicle, 100% cell-free pure enzyme wells; activation, % at 5.96 µM; 340,000 tested, 0.073% active;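 active = activation above the mean of all tested compounds plus 3 SD, set per screening campaign, cut at about 17% in these data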
CRFR2-BP antag: antagonists of CRF-binding protein/CRF-R2 receptor complex | AID 588475 | inhibition, % at 11.8 µM | 350,000 tested, 0.59% active | HEK293 CRF-R2/CRF-BP, CRF-induced calcium fluorescence;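 active = inhibition of the ligand-induced calcium signal above about 50% at the single tested concentration, limit read from the data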
PHOSPHO1 inh: PHOSPHO1 (human) inhibition | Q8TCT1 | recombinant PHOSPHO1, absorbance phosphatase assay | inhibition, % at 13.3 µM | 290,000 tested, 1.1% active; in the data active = inhibition above about 60%
Target sequence (Q8TCT1 whole entry, looked up): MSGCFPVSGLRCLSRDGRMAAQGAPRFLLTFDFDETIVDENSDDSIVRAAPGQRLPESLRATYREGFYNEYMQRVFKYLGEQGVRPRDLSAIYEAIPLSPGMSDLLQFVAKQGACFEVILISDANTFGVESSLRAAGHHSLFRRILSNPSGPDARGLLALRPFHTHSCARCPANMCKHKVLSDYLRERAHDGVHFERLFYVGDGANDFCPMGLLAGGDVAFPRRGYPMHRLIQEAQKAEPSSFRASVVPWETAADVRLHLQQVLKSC
MEKK3 PB1 HTS: raises or lowers MEK5 binding to the human MEKK3 PB1 domain; bead-based flow cytometry, Alexa488-MEK5 binding to MEKK3; actives lie on both sides; 0 = blocked by unlabeled MEK5, 100 = vehicle; binding response (% of control), % at 10 µM; 290,000 tested, 1.4% active;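 active = binding response more than 3 SD above or below the average of its plate-row segment, actives on both sides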;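 note: Alexa488 bead fluorescence after subtracting the streptavidin-only scavenger bead signal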
Starred values were filed as active, the others as inactive; . = not tested or not shown; & = joins results of further samples.

SMILES	GalR3 antagonist	IDE inh	CHRM4 PAM	CRFR2-BP ag	pCIP destab	IDE cell activ	CRFR2-BP antag	PHOSPHO1 inh	MEKK3 PB1 HTS
Cc1nc(-c2ccc(-c3ccon3)s2)no1	0	4	0	-1.2	-4	6	-6	47	91
COc1cc(OC)c(C(=O)NCCCn2ccnc2)cc1OC	-3	3	7	-1.3	5	0	-7	32	105
NC(=O)c1ccccc1NC(=O)CC12CC3CC(CC(C3)C1)C2	-4	1	-1	-0.5	16	1	-6	30	103
C[C@H]1CN([C@@H](C)CO)C(=O)CCCn2cc(nn2)CO[C@@H]1CN(C)C(=O)Nc1ccc2c(c1)OCCO2	-8	.	2	2.9	.	.	6	.	.
CCCCn1c(N)c(N(CCOC)C(=O)COC(=O)COc2c(C)cc(C)cc2C)c(=O)[nH]c1=O	2	1	6	0.0	.	0	20	.	.
Cc1c(-n2c(SC(C)C(=O)NC(N)=O)nc3ccccc3c2=O)c(=O)n(-c2ccccc2)n1C (configuration not stated)	6	1	-1	-0.5	-2	7	0	28	103
O=C(c1ccc(SCc2cccc(Br)c2)c([N+](=O)[O-])c1)N1CCN(c2ccccn2)CC1	2	0	-4	0.2	-6	0	-1	1	99
COc1ccc(CNS(=O)(=O)c2ccc(F)cc2Br)cc1	3	.	-2	-2.5	.	-1	0	.	.
O=C(COc1ccccc1Cl)Nc1nc(-c2ccncc2)cs1	-5	1	-8	0.1	.	0	-25	.	.
Cc1cccc(C)c1OCc1nc2ccccc2[nH]1	-6	7	11	-5.8	-3	5	-4	-6	89
COc1ccc(-n2nnnc2/C=C/Nc2cc(C(F)(F)F)ccc2OC)cc1	-2	2	-13	-1.4	0	5	25	1	97
Cc1cc(OCCN2CCCC2)cc(C(C)C)c1	-14	9	-32	-1.8	-7	-3	12	2	103
Cc1cc(=O)[nH]c(-c2cccs2)n1	-7	4	-19	2.3	-14	4	-10	-10	101
Cc1ccc(S(=O)(=O)N2CCOCC2)cc1NC(=O)CN1C(=O)CN(C)C1=O	-4	.	4	0.6	.	1	1	.	.
Cc1cc(C)cc(C(=O)OCC(=O)N2CCCC2)c1	-8	-1	-7	-0.5	7	-2	8	16	96
OC(CSc1ccccc1Cl)CN1CCN(c2ccc(F)cc2)CC1 (configuration not stated)	-8	3	-8	0.0	-7	2	-14	22	101
COc1cccc(-c2nnc(NC(=O)CCS(=O)(=O)c3ccc(F)cc3)o2)c1	-8	.	1	-0.3	.	.	-24	.	.
Cc1cc(NC(=O)Nc2cccc3ccccc23)no1	-1	0	6	-2.1	-2&-7	5	-23	6&20	90
CC(=NCc1ccccc1)c1ccc(O)cc1O	-4	.	9	-1.1	.	.	-18	.	.
CC(C)c1ccc2oc(-c3ccc(NC(=O)c4ncn[nH]4)cc3)nc2c1	-5	2	.	8.9	-7	0	-20	41	102
O=C(Cc1cccs1)NCc1ccncc1	1	5	11	-3.1	-6	2	14	23	.
CC(Cl)C(=O)Nc1c2c(nn1-c1ccccc1)CSC2 (configuration not stated)	0	2	1	-0.8	-11	7	11	22	98
COc1ccc(S(=O)(=O)N2CCCCCC2)cc1C(=O)Nc1cc(C)ccn1	-8	-5	-8	0.1	.	2	1	.	.
CCCc1cc(=O)[nH]c(SCC(=O)C(C)(C)C)n1	-10	0	-3	-1.9	11	3	16	9	109
O=c1[nH]nc2c3ccccc3cnn12	-3	0	0	-0.7	8	5	-1	-12	103

Grouped by structure: the entries above containing fluorine
SMILES	GalR3 antagonist	IDE inh	CHRM4 PAM	CRFR2-BP ag	pCIP destab	IDE cell activ	CRFR2-BP antag	PHOSPHO1 inh	MEKK3 PB1 HTS
COc1ccc(CNS(=O)(=O)c2ccc(F)cc2Br)cc1	3	.	-2	-2.5	.	-1	0	.	.
COc1ccc(-n2nnnc2/C=C/Nc2cc(C(F)(F)F)ccc2OC)cc1	-2	2	-13	-1.4	0	5	25	1	97
OC(CSc1ccccc1Cl)CN1CCN(c2ccc(F)cc2)CC1 (configuration not stated)	-8	3	-8	0.0	-7	2	-14	22	101
COc1cccc(-c2nnc(NC(=O)CCS(=O)(=O)c3ccc(F)cc3)o2)c1	-8	.	1	-0.3	.	.	-24	.	.

(list continues)
SMILES	GalR3 antagonist	IDE inh	CHRM4 PAM	CRFR2-BP ag	pCIP destab	IDE cell activ	CRFR2-BP antag	PHOSPHO1 inh	MEKK3 PB1 HTS
COCCCN(C(=O)Nc1ccccc1)C(C)c1ccncc1 (configuration not stated)	-2	-1	-2	0.5	-6	3	3	4	111
CCn1c(SCC(=O)c2ccc(Br)cc2)nnc1C(C)NC(=O)Cc1ccc(OC)cc1 (configuration not stated)	-4	5	2	-1.7	-10	5	15	-5	100
COc1ccc(-n2cc(CNCCc3cscn3)c(-c3ccccc3Cl)n2)cc1	-4	1	.	-0.4	-9	.	-20	23	95
Cc1cc2oc(=O)cc(CN3CCOCC3)c2cc1C	2	2	-6	0.8	3	8	10	-1	99
COC(=O)c1ccc(Nc2nnc(-c3ccc(C)c(S(=O)(=O)NCC4CCCO4)c3)c3ccccc23)cc1 (configuration not stated)	2	3	7	-0.5	-18	-4	9	-6	127
COc1ccc(CNC(=O)O[C@]23C[C@H]4C(=O)N(c5ccccc5)C(=O)[C@H]4C[C@@]2(O)CN(S(=O)(=O)c2ccc(C)cc2)C3)cc1OC	-4	.	-1	-0.9	.	.	6	.	.
C=C1Cn2c(nnc2-c2ccc(Cl)cc2)S1	0	-1	4	-1.3	4	2	-11	70*	88
Cc1ccc2c(C)c(C(=O)N3CCC(C(N)=O)(N4CCCCC4)CC3)oc2c1C	-5	.	-4	-2.9	.	.	8	.	.
Cc1cccc(NC(=O)CSc2nc3ccccc3c(=O)n2CC2CCCO2)c1 (configuration not stated)	-6	-2	2	0.8	.	0	7	.	.
COc1ccc2cc(C(c3nnnn3CC3CCCO3)N3CCOCC3)c(=O)[nH]c2c1 (configuration not stated)	-4	-2	5	-1.1	-1	3	12	-30	96
CC(C)n1cc(NC(=O)c2cc(-c3ccccc3)on2)cn1	12	-1	9	0.8	3	-4	-5	0	98
CCOC(=O)CCNC(=O)N1CCCC(C(=O)c2cccc(Cl)c2)C1 (configuration not stated)	1	3	-9	-0.2	5	-1	-1	15	106
COC(=O)c1ccc(S(=O)(=O)N2CCc3ccccc3C2)cc1	6	-2	1	-3.4	10	1	17	44	101
CC(C)c1ccc(NC(=O)COC(=O)CSc2nnc(N)s2)cc1	-11	2	-1	2.5	1	3	-11	28	80
N#Cc1c(NCc2ccccc2)ccnc1NCc1cccnc1	-4	5	-9	-1.2	-12	-4	-1	-6	99
CCCCOC(=O)C(C)Oc1ccc(=O)n(-c2ccccc2)n1 (configuration not stated)	.	-2	-2	-1.5	-14	5	8	3	99
Cc1ccsc1/C=N/NC(=O)c1nnn(-c2nonc2N)c1-c1ccccc1	-10	3	6	0.1	-4	-7	-28	32	100
C/C(N)=C(/C#N)C(=O)COC(=O)Cc1coc2ccc3ccccc3c12	-4	-3	-11	2.1	-3	5	5	40	88
CN(Cc1cccs1)S(=O)(=O)c1cccs1	-3	-6	-3	-4.0	-24	0	17	-21	99
CC(=O)c1cn(C)c(=O)c2ccccc12	-4	-3	-2	-1.0	2	.	-13	16	98
Cc1ccc(-c2nn(-c3ccccc3)cc2/C=C2\SC(=S)N(CCCCCC(=O)O)C2=O)o1	4	7	6	61*	-16	-5	-51	4	99
Cc1ccc(CN(C)C(=O)C2CCC(=O)N(CCc3ccccc3)C2)o1 (configuration not stated)	3	.	-1	0.8	-14	-5	-6	3	104
Nc1ncnc2c1ncn2[C@@H]1O[C@H](CNC(=O)[C@@H](N)Cc2ccccc2)[C@@H](O)[C@H]1O	-4	.	9	0.5	.	5	6	.	.
CCN(CC)C(=O)CSc1nnc(-c2cccnc2)n1CCc1ccccc1	-6	0	3	2.6	4	8	-25	45	100
COc1ccc(-c2cc(-c3ccccc3)nc(SCC(=O)Nc3ncc(C)s3)c2C#N)cc1	1	5	21	18	-20	-2	0	-25	93

Other structures
SMILES	GalR3 antagonist	IDE inh	CHRM4 PAM	CRFR2-BP ag	pCIP destab	IDE cell activ	CRFR2-BP antag	PHOSPHO1 inh	MEKK3 PB1 HTS
c1ccc2c(c1)CCN(c1ncnc3nc[nH]c13)C2	2	-3	0	11	-9	-5	-20	-6	118
O=C(O)c1ccc2oc(=O)c(S(=O)(=O)c3ccccc3)cc2c1	-13	1	-3	1.4	-10	-2	-19	29	101
O=C(O)c1ccc(NC(C(=O)c2ccccc2)c2ccccc2)cc1 (configuration not stated)	-8	.	7	-1.3	.	3	11	.	.
CS(=O)(=O)N(CC(=O)Nc1ccc(F)cc1F)C1CCCCC1	-10	-9	-2	-0.6	-12	3	0	3	102
Cn1cc(CCNC(=O)CCc2nnc(CCCCc3ccccc3)o2)cn1	2	0	-8	-1.9	5	-4	6	28	98
COc1ccc(CNC(=S)Nc2cc(C)ccc2C)cc1	-2	2	9	-2.1	-10	3	23	8	104
Cn1c(=O)c(C(=O)c2ccccc2)nc2ccccc21	0	4	-1	0.3	5	2	18	9	119
CC(C)c1cc(C(=O)OCC(=O)N2CCN(C(=O)c3ccco3)CC2)c(O)c(C(C)C)c1	0	0	1	-0.4	-5	3	-11	13	107
CCN(Cc1ccc2c(c1)OCO2)C(=O)/C=C/c1cccc(Br)c1	-8	-5	-3	-0.1	-2	1	5	27	102
CC1(C)Cc2cccc(OCC(=O)OCC(=O)Nc3ccccc3)c2O1	-1	0	10	-0.7	.	-2	-3	.	.
Cc1ccc(S(=O)(=O)N2CCC3(CC2)OCCO3)c(C)c1	-1	-4	3	-1.0	3	0	-1	28	101
Cc1nc(SCC(=O)c2ccc(F)cc2)n[nH]1	-5	-2	23	-0.4	-14	-3	4	95*	101
CC(C)(C)n1nc(Cc2cccc3ccccc23)c(C#N)c1N	-5	8	-2	-0.5	.	3	-2	.	101
CCCCOc1ccc(N2CC(C(=O)NCc3ccco3)CC2=O)cc1 (configuration not stated)	-12	-8	-5	-0.9	-2	3	-9	23	100
CCOC(=O)c1c(-c2ccc(F)cc2)csc1/N=C/N(C)C	-5	0	2	-0.4	-17	6	5	21	129*
COC(=O)c1c(NC(=O)c2ccccc2F)sc(C(=O)N2CCOCC2)c1C	-11	-3	-4	0.6	0	-5	10	51	99
O=C(O)c1ccccc1-c1ccccc1C(=O)NNc1ccccc1	3	-16	-2	3.7	-8	-1	-15	-6	89
Cc1ccccc1C(=O)Nc1ccc(C(=O)N/N=C/c2ccncc2)cc1	-7	2	-5	1.1	-2	2	-1	-15	67
O=C(Nc1nc2c(F)cccc2s1)C1CC1	.	4	-1	2.6	-1	5	-9	41	100
Cc1cc([N+](=O)[O-])nn1CC(=O)N/N=C/c1ccccc1Br	-5	8	-9	0.4	-18	-7	-16	-4	89
O=C(Nc1ccc(S(=O)(=O)NC2=NCCCCC2)cc1)c1ccco1	-1	5	4	-0.8	-4	6	-2	47	110
CCc1ccc(NC(=O)c2cnccn2)cc1	-11	1	3	0.2	10	3	10	8	109
COc1ccc(/C(O)=C2/C(=O)C(=O)N(CC3CCCO3)C2c2ccc(O)c(OC)c2)cc1 (configuration not stated)	-4	4	0	-0.9	2	5	24	32	112
O=C(c1ccc([N+](=O)[O-])cc1)N(Cc1ccccc1)Cc1ccccc1	-4	.	-9	5.0	.	3	68*	.	.
COc1ccccc1CNC(=O)COC(=O)COc1ccccc1F	-6	-1	5	-0.6	.	3	2	.	.
CCn1cc(/C=C/C(=O)NCc2c(C)nn(C)c2C)cn1	-5	5	6	2.9	-3	3	7	-1	103
Cc1ccnc(NS(=O)(=O)c2ccc(NS(=O)(=O)c3cc(Cl)ccc3Cl)cc2)n1	0	3	4	-1.7	-5	-2	-1	18	103
Cc1ccc2cc3c(NC(=O)C4CCCO4)nn(CC(C)C)c3nc2c1 (configuration not stated)	-3	1	-2	3.0	-3	-1	-15	-4	97
